Bioassay records: PubChem BioAssay, National Center for Advancing Translational Sciences (NCATS)
N370S GC: inhibitors or activators of N370S glucocerebrosidase for Gaucher disease; P04062; N370S GC spleen homogenate, 4MU-glucoside fluorescence; Potency, µM (titrated, usually from 59.4 µM), for the others: at the top dose activity change, negative = inhibition, usual class: inhibitors; 330,000 compounds, 0.092% hits; AID 2101;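 also: 0% = full enzyme activity and -100% = no enzyme basal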
FEN1 inh: inhibitors of human flap endonuclease 1. P39748. Recombinant FEN1 flap cleavage, fluorescence, 15 min. Potency, µM (highest dose often 114 µM), for inactives: at the highest dose activity change, negative = inhibition, actives largely listed as inhibitors. 390,000 compounds, 0.35% hits; also: nearly all actives have a fitted effect of over 65% in size
Target sequence (P39748 whole entry, looked up): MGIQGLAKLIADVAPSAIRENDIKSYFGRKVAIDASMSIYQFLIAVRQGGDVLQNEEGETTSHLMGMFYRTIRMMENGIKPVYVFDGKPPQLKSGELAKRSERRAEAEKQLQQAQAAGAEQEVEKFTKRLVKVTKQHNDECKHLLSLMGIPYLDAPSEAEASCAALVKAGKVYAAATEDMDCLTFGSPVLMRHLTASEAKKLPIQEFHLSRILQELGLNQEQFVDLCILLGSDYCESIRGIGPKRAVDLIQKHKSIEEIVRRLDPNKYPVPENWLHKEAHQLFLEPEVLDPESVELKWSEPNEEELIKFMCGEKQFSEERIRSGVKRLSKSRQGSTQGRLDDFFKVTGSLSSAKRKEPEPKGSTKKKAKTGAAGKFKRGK
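Enzyme 10 nM, 15 min RT preincubation with compound; start with substrate 50 nM final; reads at 0 and 15 min; qHTS titration, four-parameter Hill fit.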
TDP1 cell CPT: growth inhibition of DT40 Tdp1-/-;hTDP1 cells with camptothecin (screen for TDP1 inhibitors); chicken DT40 Tdp1-/-;hTDP1 cells + 20 nM CPT, ATP luminescence, 48 h; Potency, µM (series often up to 46.2 µM), inactives show top-dose activity change, negative = growth inhibition, usual class: inhibitors; 420,000 compounds, 12% hits; also: nearly all actives have a fitted effect of over 55% in size
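Cell growth measured by CellTiter-Glo luminescence after a minimum 48 h, 37 C compound exposure with 20 nM CPT in Tdp1-knockout DT40 cells stably expressing hTDP1, seeded 400/well; qHTS titration format.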
Numbers without * were called inactive; [ ] = another dose, or the depositor's remark. Calls follow the shape of the dose curve; as a rule, active = well fitted curve in the direction sought with a large enough effect; inconclusive = small, poorly fitted or top-dose-only effect, or another doubt; inactive = no such curve, though single readings can be large; an effect the other way counts as inactive or inconclusive. Unless noted, % is scaled to controls: 0 for no effect and ±100 for the full control effect; potency is read from the fitted curve at half-maximal effect. An excerpt; the hit share may differ from the screen's.

Screening Cc1ccc(S(=O)(=O)Nc2cccc3c2O[C@H](CN(C)C(=O)Nc2ccc(C(F)(F)F)cc2)[C@@H](C)CN([C@H](C)CO)C3=O)cc1 returned FEN1 inh 4.0% and TDP1 cell CPT 16.4µM*.
Screening COc1cc(C(=O)OCC(=O)Nc2cc(C)on2)ccc1OCc1ccccc1Cl returned N370S GC -11.1%[2.35 µM], FEN1 inh -4.6% and TDP1 cell CPT inconclusive.
`CCN1C(=O)[C@H]2[C@@H](c3ccc(-c4ccc(OC)cc4)cc3)N3CCCC[C@@]3(C(=O)OC)[C@H]2C1=O` gave N370S GC -10.4%, FEN1 inh 5.6% and TDP1 cell CPT inconclusive.
Cc1ccc(C(=O)c2cc3c(cc2[N+](=O)[O-])OCCO3)cc1 was read as N370S GC 3.4%, FEN1 inh -3.4% and TDP1 cell CPT 2.4%.
Screening CCN(CC)CCn1c(=S)[nH]c2cc(C(=O)N3CC(C)CC(C)C3)ccc2c1=O (stereo unspecified) returned N370S GC 3.5%, FEN1 inh 7.2% and TDP1 cell CPT -13.4%.
For COc1cccc(C2C(C(=O)Nc3ccccc3)=C(C)N=c3s/c(=C/c4ccc(OCC(=O)O)cc4)c(=O)n32)c1 (stereo unspecified) the results were N370S GC -12.5%, FEN1 inh -17.9% and TDP1 cell CPT 4.7%.
For O=C1CCc2cc(S(=O)(=O)N3CCCC3C(=O)N3CCN(c4ccccc4)CC3)ccc2N1 (stereo unspecified) the results were N370S GC -5.4%, FEN1 inh -4.6% and TDP1 cell CPT -21.6%.
CC(=O)Nc1nnc(-c2ccc(Cl)s2)o1 was read as N370S GC -0.7%, FEN1 inh 17.0% and TDP1 cell CPT -3.9%.
Screening O=c1cc(-c2ccccc2O)nc(-c2ccccc2)[nH]1 returned FEN1 inh 4.7% and TDP1 cell CPT 16.6%.
Screening O=C(CSc1cccc(C(F)(F)F)c1)Nc1ccc(Cl)cc1Cl returned N370S GC 0.8%, FEN1 inh -8.7% and TDP1 cell CPT -18.8%.
Screening O=C(C1=C[C@H](c2ccc(Br)cc2)C[C@H](OCCCCO)O1)N1CCOCC1 returned N370S GC 1.1%, FEN1 inh -1.7% and TDP1 cell CPT -8.2%.
C=C1CC(COc2cc(=O)oc3ccccc23)(c2ccccc2)OC1=O (stereo unspecified) was read as FEN1 inh 7.6% and TDP1 cell CPT 1.16µM*.
Cc1ccc(S(=O)(=O)CC(O)COc2ccccc2C#N)cc1 (stereo unspecified) was read as N370S GC 2.9%, FEN1 inh 16.5% and TDP1 cell CPT -5.7%.
For NS(=O)(=O)c1ccc(CCNC(=O)c2cccc3ccccc23)cc1 the results were N370S GC -0.4%, FEN1 inh 27.6% and TDP1 cell CPT -14.1%.
Screening C/C(=N\NC(=O)c1ccc(Cl)c(S(=O)(=O)Nc2ccccc2Cl)c1)c1ccncc1 returned N370S GC 0.2%, FEN1 inh -4.9% and TDP1 cell CPT inconclusive.
Screening COc1ccc(-c2nn(-c3ccccc3)cc2C2CC(c3cccs3)=NN2C(=O)CCCC(=O)O)cc1 (stereo unspecified) returned N370S GC -49.4%, FEN1 inh -2.9% and TDP1 cell CPT inconclusive.
For CC(=O)N1CCN(CCN(CC2C(C)C=C(C)CC2C)C(C)=O)CC1 (stereo unspecified) the results were N370S GC 0.0%, FEN1 inh -0.6% and TDP1 cell CPT 1.2%.
For O=C(Nc1cc(=O)c2ccccc2o1)N1CCCCC1 the results were N370S GC 31.3%, FEN1 inh -15.1% and TDP1 cell CPT -21.2%.
O=C(c1ccco1)c1nnn(Cc2ccccc2)c1-c1ccccc1 was read as N370S GC 12.3%, FEN1 inh -6.2% and TDP1 cell CPT inconclusive.
For CC1CN(C(=O)N(C)C)CCN1C(=O)N(C)C (stereo unspecified) the results were N370S GC 12.5%, FEN1 inh 0.0% and TDP1 cell CPT -5.4%.
N#Cc1ccc(CN2CC3(CCN(C(=O)c4ccncc4)CC3)C2)cc1 was read as N370S GC -0.2% and TDP1 cell CPT 9.1%.
Screening COc1ccc(C(C(=O)NCC2CCCO2)N(Cc2cccs2)C(=O)c2snc(C(N)=O)c2N)cc1OC (stereo unspecified) returned N370S GC 23.6%, FEN1 inh -12.7% and TDP1 cell CPT -28.0%.
O=[N+]([O-])c1cnc(N2CCCCC2)c([N+](=O)[O-])c1 was read as N370S GC -13.0%, FEN1 inh 3.1% and TDP1 cell CPT -20.2%.
Screening CC1Cc2ccccc2N1C(=O)CSc1nnc(CNc2ccccc2)o1 (stereo unspecified) returned N370S GC -2.1%, FEN1 inh 0.3% and TDP1 cell CPT -14.6%.
`CCOc1cc(-c2ccc(OC(=O)c3ccccc3F)cc2)cc(=O)c2c(C)oc(C)c12` gave FEN1 inh -11.1% and TDP1 cell CPT 13µM*.
`COc1ccc(NC(=O)O/N=C/c2ccc(Br)cc2)cc1` gave N370S GC -0.7%, FEN1 inh -2.4% and TDP1 cell CPT 3.3%.
CC1CN(C(=O)c2ccc(COCC(F)(F)F)o2)CC(C)O1 (stereo unspecified) was read as N370S GC 3.7%, FEN1 inh -0.7% and TDP1 cell CPT 3.1%.
Screening Cc1cccc(OC(=O)Cn2c(C(F)(F)F)nc3ccccc32)c1 returned N370S GC 6.0%, FEN1 inh -7.5% and TDP1 cell CPT inconclusive.
C#Cc1ccc(CN2CCN(CCc3ccccc3)C(CCO)C2)cc1 (stereo unspecified) was read as N370S GC -4.5%, FEN1 inh -8.4% and TDP1 cell CPT -32.9%.
Cc1[nH]c2ccccc2c1C(=O)COC(=O)c1ccc([N+](=O)[O-])s1 was read as N370S GC -24.0%, FEN1 inh -1.6% and TDP1 cell CPT inconclusive.
For CCOc1ccc(N2CC(C(=O)Nc3ccc(S(=O)(=O)Nc4nccs4)cc3)CC2=O)cc1 (stereo unspecified) the results were N370S GC -1.9%, FEN1 inh 2.8% and TDP1 cell CPT 7.0%.
For CS(=O)(=O)c1nc(-c2ccc(Br)cc2)n[nH]1 the results were N370S GC -3.3%, FEN1 inh 2.8% and TDP1 cell CPT -10.6%.
CCCN(CCC)CCCNC(=O)c1cc2c(=O)n(C)c3ccccc3c2n1C was read as N370S GC -27.7%, FEN1 inh -24.0% and TDP1 cell CPT inconclusive.
For CCOC(=O)c1c[nH][nH]c1=O the results were N370S GC 3.1%, FEN1 inh -1.6% and TDP1 cell CPT 1.9%.
`Cc1cccc(C(=O)NNC(=O)C23CC4CC(CC(C4)C2)C3)c1O` gave N370S GC -1.3%, FEN1 inh -3.2% and TDP1 cell CPT inconclusive.
For Cc1c(N)cccc1N the results were N370S GC 11.6%, FEN1 inh 2.7% and TDP1 cell CPT -14.0%.
Screening C=CCn1c(SCC#N)nc2c(c1=O)C(C)(C)Cc1ccccc1-2 returned N370S GC inconclusive, FEN1 inh -20.8% and TDP1 cell CPT -22.3%.
For CC1(O)N(Cc2ccccc2)C(=O)OC12CCCCC2 (stereo unspecified) the results were N370S GC 3.4%, FEN1 inh -4.3% and TDP1 cell CPT inconclusive.
For O=C(COC(=O)CN=C1NS(=O)(=O)c2ccccc21)Nc1ccccc1OC(F)F the results were N370S GC -13.2%, FEN1 inh 17.8% and TDP1 cell CPT -6.8%.
`CCCCn1c(CN(C)Cc2ccccc2)nc2c1c(=O)n(C)c(=O)n2C` gave N370S GC -3.1%, FEN1 inh 0.5% and TDP1 cell CPT 6.51µM*.
Screening CCCCOC(=O)CSc1nnc(-c2ccc(C)cc2)o1 returned FEN1 inh -3.9% and TDP1 cell CPT -15.7%.
`CCc1cc(C(=O)NC(C)C2CCCO2)cs1` (stereo unspecified) gave N370S GC -7.4%, FEN1 inh -1.3% and TDP1 cell CPT -3.6%.
Screening O=C(COC(=O)C1CCC(=O)N1)Nc1cc(Cl)ccc1Cl (stereo unspecified) returned N370S GC 1.4%, FEN1 inh -0.2% and TDP1 cell CPT -4.1%.
Cc1cccc(NC(=O)c2ccco2)c1C was read as N370S GC 1.6%, FEN1 inh 1.5% and TDP1 cell CPT -19.2%.
COC(=O)c1ccc(-c2sc3nc(N4CCOCC4)c4c(c3c2N)CC(C)(C)OC4)o1 was read as N370S GC -19.0%, FEN1 inh 1.0% and TDP1 cell CPT inconclusive.
For O=C(Cc1ccc(Br)cc1)Nc1ccccc1Sc1ccccc1 the results were N370S GC 14.9%, FEN1 inh -2.6% and TDP1 cell CPT -16.5%.
`CC1(C)Cc2c(c(-c3ccco3)[nH]c(=O)c2C#N)CO1` gave N370S GC 2.0%, FEN1 inh -2.1% and TDP1 cell CPT -6.9%.
CCCN(C(=O)CSc1nc(C2CC2)n(-c2ccccc2)n1)C1CCS(=O)(=O)C1 (stereo unspecified) was read as FEN1 inh 12.2% and TDP1 cell CPT -2.6%.
O=C(NCC1CCCO1)c1ccc2c(=O)n(CC3CCCO3)c(=S)[nH]c2c1 (stereo unspecified) was read as N370S GC 3.4%, FEN1 inh -2.3% and TDP1 cell CPT -10.7%.
`OCC1OC(n2nnc3ccccc32)C(O)C(O)C1O` (stereo unspecified) gave N370S GC 3.6%, FEN1 inh 7.8% and TDP1 cell CPT 6.2%.
Screening COc1cc(NC(=O)c2ccccc2)c(C)cc1NC(=O)CC(CC(=O)O)c1ccccc1 (stereo unspecified) returned N370S GC 6.7%, FEN1 inh -12.8% and TDP1 cell CPT 0.2%.
For CC(C)CNC(=O)c1cc2nc(C3CC3)cc(C(F)(F)F)n2n1 the results were FEN1 inh -3.4% and TDP1 cell CPT -1.0%.
COC(=O)[C@]12C(=O)NC[C@H](CN1c1ccc(C(F)(F)F)cc1)N2C was read as FEN1 inh 19.6% and TDP1 cell CPT -16.8%.
`Cc1cc(C)nc(N/N=C/C2=C(O)CC(c3ccc(F)cc3)CC2=O)n1` (stereo unspecified) gave N370S GC 10.0%, FEN1 inh 1.6% and TDP1 cell CPT 23.1µM*.
Screening CC(C)n1c(SCC(=O)Nc2ccccc2)nc2c1c(=O)[nH]c(=O)n2C returned N370S GC 6.7%, FEN1 inh 6.9% and TDP1 cell CPT 2.2%.
Screening CC1CCCC(C)N1C(=O)c1cc(-c2ccco2)on1 (stereo unspecified) returned N370S GC -9.3%, FEN1 inh 8.3% and TDP1 cell CPT 9.2%.
For CCOC(=O)CC(=O)CSc1ccc2nnc(-c3cccc(F)c3)n2n1 the results were N370S GC 6.7%, FEN1 inh -9.7% and TDP1 cell CPT -10.5%.
Screening O=C(Nc1nccs1)C1CC(=O)N(c2ccccc2Cl)C1 (stereo unspecified) returned N370S GC -0.3%[12.8 µM], FEN1 inh -6.0% and TDP1 cell CPT -2.7%.
Screening CCNC(=S)N(CCc1c(C)[nH]c2ccc(C)cc12)Cc1cccs1 returned N370S GC 19.7%, FEN1 inh -4.1% and TDP1 cell CPT inconclusive.
`C=CCc1cc(Cl)ccc1OCCN(C)C` gave N370S GC 0.6%, FEN1 inh -4.6% and TDP1 cell CPT -8.7%.
Screening COC(=O)c1sccc1NC(=S)Nc1ccc(F)cc1 returned N370S GC -12.7%, FEN1 inh -2.2% and TDP1 cell CPT 1.5%.

In the list so far, these contain a thiophene ring, fused or not:
CC(=O)Nc1nnc(-c2ccc(Cl)s2)o1 was read as N370S GC -0.7%, FEN1 inh 17.0% and TDP1 cell CPT -3.9%.
Screening COc1ccc(-c2nn(-c3ccccc3)cc2C2CC(c3cccs3)=NN2C(=O)CCCC(=O)O)cc1 (stereo unspecified) returned N370S GC -49.4%, FEN1 inh -2.9% and TDP1 cell CPT inconclusive.
Screening COc1ccc(C(C(=O)NCC2CCCO2)N(Cc2cccs2)C(=O)c2snc(C(N)=O)c2N)cc1OC (stereo unspecified) returned N370S GC 23.6%, FEN1 inh -12.7% and TDP1 cell CPT -28.0%.
Cc1[nH]c2ccccc2c1C(=O)COC(=O)c1ccc([N+](=O)[O-])s1 was read as N370S GC -24.0%, FEN1 inh -1.6% and TDP1 cell CPT inconclusive.
`CCc1cc(C(=O)NC(C)C2CCCO2)cs1` (stereo unspecified) gave N370S GC -7.4%, FEN1 inh -1.3% and TDP1 cell CPT -3.6%.
COC(=O)c1ccc(-c2sc3nc(N4CCOCC4)c4c(c3c2N)CC(C)(C)OC4)o1 was read as N370S GC -19.0%, FEN1 inh 1.0% and TDP1 cell CPT inconclusive.
Screening CCNC(=S)N(CCc1c(C)[nH]c2ccc(C)cc12)Cc1cccs1 returned N370S GC 19.7%, FEN1 inh -4.1% and TDP1 cell CPT inconclusive.
Screening COC(=O)c1sccc1NC(=S)Nc1ccc(F)cc1 returned N370S GC -12.7%, FEN1 inh -2.2% and TDP1 cell CPT 1.5%.
